ERAP1 inh: blocks human ERAP1 aminopeptidase activity; Q9NZ08; recombinant ERAP1, Leu-AMC fluorescence, 60 min; inhibition, % at 10.7 µM; actives 0.15% (n = 340,000);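 active = mean replicate inhibition of at least 30%, or all replicates individually reaching that 30% level; inactive = mean below 30% and not every replicate reaching it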;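 also: 0% = neutral control wells and 100% = L-leucinethiol positive control wells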
Target sequence (Q9NZ08 whole entry, looked up): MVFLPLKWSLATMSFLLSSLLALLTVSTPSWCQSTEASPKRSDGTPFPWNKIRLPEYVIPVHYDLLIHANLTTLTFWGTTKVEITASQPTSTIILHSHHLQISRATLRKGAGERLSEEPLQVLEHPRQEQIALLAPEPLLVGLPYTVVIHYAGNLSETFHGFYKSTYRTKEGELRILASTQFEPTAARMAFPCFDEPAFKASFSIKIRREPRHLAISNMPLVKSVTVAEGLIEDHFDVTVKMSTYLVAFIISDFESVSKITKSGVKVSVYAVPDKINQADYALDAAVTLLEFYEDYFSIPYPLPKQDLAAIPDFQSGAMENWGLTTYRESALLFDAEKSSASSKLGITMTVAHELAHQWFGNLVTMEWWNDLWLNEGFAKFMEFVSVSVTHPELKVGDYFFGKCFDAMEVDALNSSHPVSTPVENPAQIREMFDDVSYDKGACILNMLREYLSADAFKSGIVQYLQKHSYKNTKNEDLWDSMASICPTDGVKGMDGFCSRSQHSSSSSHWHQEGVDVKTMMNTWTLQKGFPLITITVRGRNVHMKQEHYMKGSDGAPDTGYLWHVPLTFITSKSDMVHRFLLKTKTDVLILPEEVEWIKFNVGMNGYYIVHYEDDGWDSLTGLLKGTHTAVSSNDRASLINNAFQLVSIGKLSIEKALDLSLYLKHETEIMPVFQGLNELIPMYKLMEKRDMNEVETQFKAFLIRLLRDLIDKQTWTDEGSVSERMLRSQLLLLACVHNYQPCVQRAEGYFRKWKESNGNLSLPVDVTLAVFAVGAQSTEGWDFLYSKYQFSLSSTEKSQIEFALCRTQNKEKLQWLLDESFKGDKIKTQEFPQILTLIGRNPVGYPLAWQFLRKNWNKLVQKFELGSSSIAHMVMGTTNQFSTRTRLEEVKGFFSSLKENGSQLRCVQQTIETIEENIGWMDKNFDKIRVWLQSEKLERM
PglD inh: blocks C. jejuni PglD acetyltransferase activity; purified PglD enzyme, DTNB colorimetric CoA detection; inhibition, % at 12.5 µM; actives 0.098% (n = 360,000); AID 602405; in the data active = inhibition above about 16%, passing the limit was not always enough; inconclusive = no clear call, values can overlap the other calls; also: strong numbers were not always called active
RAD52 anneal inh: blocks human RAD52 DNA annealing; P43351; recombinant RAD52 DNA annealing, FRET fluorescence; inhibition, % at 18.7 µM; actives 0.46% (n = 360,000); AID 651710;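 active = every replicate showing at least 50% inhibition; inconclusive = mean inhibition at least 50% but not in every replicate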
E-sel inducer: induces E-selectin expression in human endothelial cells; activation, % at 7.58 µM; HUVEC E-selectin immunofluorescence imaging; normalized: neutral wells 0, TNF-alpha wells 100; actives 0.37% (n = 260,000);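 active = mean E-selectin-positive cell signal at least 10% of the positive control, reached in at least 60% of replicates, without over 20% cell loss; inconclusive = no rule given, readout overlaps actives, possibly toxicity-flagged; inactive = the rest, including those meeting only one limit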;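 also: in these data hits start at about 27%; measured in HUVEC primary endothelial cells; signal is the percent of cells scored E-selectin positive by PE staining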
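Test system: HUVEC | Signal: Immunofluorescence imaging | Read-out: Percent E-selectin-positive cells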
miR-122 sensor: blocks miR-122 activity in Huh7 sensor cells; Huh7 miR-122 Renilla luciferase sensor, 48 h; neutral wells = 0, positive control = 100; activation (reporter increase), % at 12.5 µM; actives 0.3% (n = 340,000);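 active = mean replicate activation score at least 90 and every replicate individually at or above 90; inconclusive = only one of the two criteria met; inactive = neither criterion met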;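 also: higher luciferase means less miR-122 activity so hits act as miR-122 inhibitors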
PGC1a acetyl inh: PGC1a acetylation modulation, inhibitor mode. U2OS PGC1a acetylation, AlphaScreen anti-acetyl-lysine; with virally co-expressed GCN5 acetyltransferase. inhibition, % at 15.6 µM. actives 0.17% (n = 350,000);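 active = every replicate shows inhibition of at least 40%; inconclusive = mean inhibition at least 40% but some replicate below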;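 also: 0% = neutral control wells and 100% = positive control wells; some results beyond the cut were filed as inactive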
RAD54 branch: blocks human RAD54 Holliday junction branch migration | inhibition, % at 10.4 µM | Q92698 | actives 0.14% (n = 360,000) | AID 602329 | FAM/BHQ fluorescence;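 active = mean normalized replicate activity at least 40 and at least half of replicates scoring 40 or more; inconclusive = only one of the two criteria met; inactive = mean below 40 and under half of replicates reaching 40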;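 also: 0% = median of neutral control wells and 100% = median of positive control wells; inhibitors cause a drop in the FAM fluorescence signal; in these data hits start at about 50%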
Cneo AK release: Cryptococcus neoformans lysis via adenylate kinase release; C. neoformans lysis, adenylate kinase release luminescence, 4 h; normalised: neutral wells 0, clomiphene wells 100; AID 651654; actives 0.2% (n = 360,000); lysis activity, % at 15 µM;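 active = mean lysis activity across replicates of at least 80%, whatever share of replicates individually reach that level; inactive = mean lysis activity below 80%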
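Test system: log-phase Cryptococcus neoformans yeast cells; Quantity: yeast cell density of 5 × 10^6 cells/mL; Buffer or medium: YPD; Doses: single compound concentration per well; Timing: 4 h at 37 °C static, read 1 h later; Measured by: AK luminescence; Read-out basis: lysis from increased AK signal; Control set: Clomiphene as positive control.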
Starred values were filed as active, the others as inactive; ? = inconclusive; / = no result given; [ ] = remark or other dose. This is a random part of the collection; 1.4% or so of the library scored in one or more.

Every second line gives: Cneo AK release	RAD52 anneal inh	PglD inh	E-sel inducer	RAD54 branch	ERAP1 inh	miR-122 sensor	PGC1a acetyl inh
COc1ccc(-c2sc3ccccc3c2-c2ccc(OCCN3CCOCC3)cc2)cc1
→ 0.9	-11.5	-2.3	-1.5	6.4	/	0.0	0.7
Cc1noc(C)c1NC(=O)N(C)C[C@@H]1Oc2ccc(NC(=O)CCCCCC(=O)Nc3ccccc3N)cc2C(=O)N([C@H](C)CO)C[C@@H]1C
→ /	5.8	/	-1.2	/	2.1	/	2.9
COc1ccc(CC(=O)Nc2ccccc2-c2ccccc2)cc1OC
→ 2.5	-2.9	2.1	0.1	-3.0	0.8	-2.2	/
COc1ccccc1OCC(=O)Nc1ccc(O)cc1C(=O)O
→ 0.5	/	-4.0	/	-0.5	/	2.4	-7.8
O=C(NCC(c1ccco1)N1CCN(c2ccc(F)cc2)CC1)c1ccco1 (stereo not drawn)
→ -1.6	-5.2	-5.7	/	2.5	0.6	-4.8	/
CC12CC3(C)CC(C)(C1)CC(C(=O)Nc1nn[nH]n1)(C2)C3
→ -1.0	/	0.8	/	-1.7	/	-4.6	2.9
C[C@@H]1CN([C@@H](C)CO)C(=O)Cc2cc(NC(=O)NC3CCCCC3)ccc2O[C@@H]1CN(C)C(=O)Nc1ccc(F)cc1
→ -0.5	4.2	0.9	0.0	1.5	0.4	-0.1[16.7 µM]	0.8
O=C(CCC1CCCN(C(=O)Cn2cnnn2)C1)NCc1ccccc1F (stereo not drawn)
→ 3.5	-4.4	-2.2	/	8.6	-3.2	-8.4	-1.4
COC(=O)COc1ccc2c(-c3ccc(OC)cc3)cc(=O)oc2c1
→ -0.5	/	13.1	/	5.5	/	2.4	4.1
COc1ccc(C2C(C(=O)O)CCC(=O)N2c2ccc(C)cc2)cc1OC (stereo not drawn)
→ -0.9	-6.0	1.4	0.8	3.4	/	7.2	3.3
O=C(CC1C(=O)NCCN1CC1CCCCC1)NCCCN1CCOCC1 (stereo not drawn)
→ 2.8	-13.1	-4.3	-2.6	-1.6	-2.8	-5.5	/
C[C@@H]1CN([C@@H](C)CO)S(=O)(=O)c2ccc(C#CC3CC3)cc2O[C@@H]1CN(C)CC1CC1
→ 0.6	7.4	-0.9	0.5	-4.4	0.7	2.7[16.7 µM]	-2.9
COc1ccc(C(c2nnnn2CS(=O)(=O)c2ccc(C)cc2)N2CCN(Cc3ccccc3)CC2)cc1 (stereo not drawn)
→ -1.7	/	-2.9	/	0.5	/	2.4	-9.1
CO[C@@H]1CN(C)C(=O)c2cc(NC(=O)c3nc4ccccc4s3)ccc2OC[C@@H](C)NC[C@H]1C
→ -2.2	-5.6	-2.8	0.5	10.3	2.7	/	-20.0
O=[N+]([O-])c1cc2c(cc1/C=N/Nc1nc(Nc3ccccc3)nc(N3CCCCC3)n1)OCO2
→ -1.1	/	-3.6	/	2.5	/	0.0	-7.0
C[C@@H]1CN([C@@H](C)CO)C(=O)Cc2cc(NS(=O)(=O)c3cn(C)cn3)ccc2O[C@H]1CN(C)C
→ -1.2	3.2	7.2	0.0	-31.9	0.0	-7.8[16.7 µM]	-3.5
COc1cc(Cl)cc(C(=O)O)c1OCC(=O)O
→ -1.2	-6.3	-1.7	/	-2.9	-1.6	-5.1	-9.5
CC(C)C(C(=O)NCc1ccco1)N(C(=O)CNS(=O)(=O)c1ccccc1)c1ccccc1 (stereo not drawn)
→ 0.5	-14.8	-1.7	/	-0.3	2.5	6.6	-2.8
COc1ccc2ccccc2c1-c1c(OC)ccc2ccccc12
→ -4.4	3.2	1.3	/	-10.2	1.1	/	11.0
Cc1cc(S(=O)(=O)N2CCCC2)ccc1OCC(=O)N1CCOCC1
→ -1.9	/	0.1	/	-3.3	/	-2.4	7.5
CCOC(=O)/C(C#N)=C1/C=Nc2ccccc2N1
→ -3.0	/	1.4	/	-12.3	/	3.8	2.3
CN(C(=O)c1ccc(NC(=O)Cc2cccc(NC(=O)C3CCN(C(=O)C4CCCC4)CC3)c2)cc1)C1CC1
→ -3.4	-8.3	-1.7	4.4	-10.3	-6.7	-6.8	-1.5
CC(C)n1c(SCc2ccc(Cl)cc2)nc2c1c(=O)[nH]c(=O)n2C
→ 0.7	/	2.1	/	-17.5	/	-0.4	9.7
C[C@@H]1CN([C@@H](C)CO)C(=O)c2cc(C#CC3CC3)cnc2O[C@@H]1CN(C)C(=O)c1ccccc1
→ 14.4	1.5	0.7	97.0*	0.1	-0.3	-1.3[16.7 µM]	23.3
CCCNC(=O)C[C@H]1C[C@H]2c3cc(NC(=O)Nc4ccccc4F)ccc3O[C@H]2[C@@H](CO)O1
→ 7.8	-6.2	-0.3	0.0	4.1	2.4	3.5[16.7 µM]	-16.7
O=C(O)c1ccoc1CN1CCCCC1
→ 2.5	/	-2.9	/	-1.2	/	-0.4	-7.5
Cc1nnc(NC(=O)C23CC4CC(CC(C4)C2)C3)s1
→ 1.0	-9.5	0.2	3.1	-17.4	-0.6	1.5	13.0
CNC(=O)C[C@H]1CC[C@H]2[C@H](COc3ccc(NC(=O)c4cccs4)cc3C(=O)N2C)O1
→ 4.0	/	-0.2	-0.1	0.0	/	8.3[16.7 µM]	9.3
CCOC(=O)CNC(=O)C1(NC(=O)CNC(=O)OCc2ccccc2)CCCC1
→ 6.6	17.8	-8.4	-0.8	5.0	-0.9	-2.2	9.9
CC(=O)N1[C@@H]2Cn3c(ccc(C4=CCCCC4)c3=O)[C@H]1[C@@H](C(=O)NC1CCC1)[C@@H]2CO
→ -1.7	-4.7	-0.5	0.1	9.0	-4.2	-5.1[16.7 µM]	2.7
O=C(NC1CCCC1)C1=COCCO1
→ -2.1	/	0.6	/	-1.9	/	-8.5	-6.2
COC(=O)C1=C(C)NC2=C(C(=O)CC(C)(C)C2)C1c1ccsc1 (stereo not drawn)
→ 1.4	/	-1.8	/	-0.3	/	-1.6	-18.5
CCCCCOC(=O)C(C)c1c(C)[nH]c(=S)[nH]c1=O (stereo not drawn)
→ 0.4	/	7.5	/	-6.3	/	-2.6	-3.0
CCC(=O)c1ccc(OC(=O)/C=C/c2cc(OC)c(OC)c(OC)c2)cc1
→ -0.9	1.6	-0.7	/	-0.5	-0.5	/	/
C[C@H](CO)N1C[C@H](C)[C@H](CN(C)CC2CC2)Oc2cc(-c3ccc(F)cc3)ccc2S1(=O)=O
→ -1.1	26.4	-2.3	-0.1	0.1	0.4	-4.0[16.7 µM]	5.9
C[C@H]1CCCCO[C@@H](CN(C)C(=O)Nc2ccc(C(F)(F)F)cc2)[C@@H](C)CN([C@@H](C)CO)C(=O)c2cc(NC(=O)Nc3ccccc3)ccc2O1
→ -0.5	0.6	0.9	0.3	6.3	-2.3	0.1[16.7 µM]	6.7
COc1ccc(C)cc1NC(=O)C(C)N1CCOCC1 (stereo not drawn)
→ -0.7	-7.6	-6.2	-0.2	-9.8	-2.0	/	/
Cc1ncc([N+](=O)[O-])n1S(=O)(=O)c1cc(Br)ccc1Br
→ -0.3	-2.1	-2.2	/	-5.7	0.7	-1.4	7.8
O=C(O)Cn1nnc(-c2ccccc2)c1COc1ccccc1
→ 0.4	-17.1	-2.6	0.1	2.2	-1.7	-7.1	9.0
C[C@@H]1CN([C@H](C)CO)C(=O)c2cccc(NC(=O)NC3CCCCC3)c2O[C@@H]1CN(C)S(=O)(=O)c1ccccc1
→ -1.0	5.6	-1.6	-0.3	5.6	-3.0	-1.1[16.7 µM]	1.6
CCOc1ccc2noc3c2c1C(=O)c1ccccc1-3
→ 2.2	/	0.5	/	0.6	/	-6.8	-1.3
O=C(CSCc1ccccc1)N/N=C/c1ccc(OCC(=O)N2CCCCC2)cc1
→ -2.3	-8.3	-2.8	/	-0.4	0.8	-7.5	-8.6
C[C@@H]1CN([C@@H](C)CO)C(=O)c2cccc(NS(C)(=O)=O)c2O[C@H]1CN(C)C(=O)Nc1cccc2ccccc12
→ -1.7	15.4	5.7	-10.9	-11.2	-4.2	-1.9[16.7 µM]	-0.4
Cc1cccc(C)c1-n1nnnc1C(C1CC1)N1CCN(C/C=C/c2ccccc2)CC1 (stereo not drawn)
→ -21.1	-12.0	0.2	1.1	-9.5	6.6	0.6	4.4
O=C(CNc1ccc2ccccc2c1)N/N=C/c1ccncc1
→ -0.1	-8.5	-0.9	/	-4.2	1.1	34.7	5.7
CCOCC(=O)Nc1nc2c(s1)C(=O)CC(C)(C)C2
→ 1.1	-6.4	5.3	0.0	11.9	/	-8.8	-2.0
O=C1NC(c2cccc3ccccc23)Nc2ccccc21 (stereo not drawn)
→ /	-12.3	/	0.1	/	-6.2	149.9*	-22.3
CC(=NCCCn1ccnc1)c1c(C)[nH]n(-c2ccc([N+](=O)[O-])cc2)c1=O
→ -2.2	0.7	4.8	/	3.7	2.9	-2.2	-2.2
CCCC(=O)NC(=S)c1c(C)n(C)n(-c2ccccc2)c1=O
→ 2.5	5.5	-2.2	-0.3	-1.6	0.0	/	-12.0
CC1(C)CC(=O)C(C=NCCN2CCN(C(=S)Nc3cccc(Cl)c3)CC2)=C(O)C1
→ 0.5	/	3.9	/	3.3	/	/	9.9
CCC(=O)Nc1ccc2c(c1)C(=O)N(C)C[C@@H](OC)[C@H](C)CN(C(=O)C1CC1)[C@@H](C)CO2
→ 5.1	-15.0	1.4	-0.3	-0.6	1.5	/	-4.5
CC(=O)N(C)C[C@H]1Oc2ncc(C#Cc3ccncc3)cc2C(=O)N([C@@H](C)CO)C[C@H]1C
→ 37.4	-10.0	-2.9	0.2	1.5	2.5	-6.4[16.7 µM]	-5.2
CCOP(=O)(OCC)C(NCc1ccccc1)c1ccc(Br)cc1 (stereo not drawn)
→ -2.4	/	0.4	/	-7.7	/	-1.4	-4.8
CCCCN1C[C@H](CSC)[C@@H](CC(=O)Nc2ccc(OC)cc2)C1=O
→ 0.6	-12.7	-5.5	-0.8	1.7	6.9	1.1	-2.2
O=C(C[C@H]1C=C[C@H](NS(=O)(=O)c2ccc(F)cc2)[C@H](CO)O1)NC1CCCCC1
→ -13.7	-5.9	2.9	0.9	0.5	0.0	/	0.4
COC(=O)c1cc(OC)c(OC)cc1NC(=O)Nc1ccccc1F
→ -0.6	-13.1	2.8	1.4	1.7	-3.4	-7.5	0.3
O=C(C[C@H]1C=C[C@@H](NC(=O)Nc2ccccc2)[C@H](CO)O1)NCc1cccc(F)c1
→ -1.2	2.3	5.4	-0.3	-1.1	-7.0	/	7.1
CC(C)CCNC(=O)CCCOc1cc(=O)n(C)c2ccccc12
→ /	-16.2	4.2	1.0	3.1	3.6	9.9	-48.2
C[C@H]1CN([C@@H](C)CO)S(=O)(=O)c2ccc(C#CCN(C)C)cc2O[C@@H]1CN(C)C
→ 5.9	10.4	1.6	?	5.1	-0.8	2.3[16.7 µM]	2.9
COc1cc2nc(N3CCN(c4cc(C)ccc4C)CC3)nc(N)c2cc1OC
→ 0.9	48.9	2.0	5.4	21.1	0.6	-5.4	/
CCOc1ccccc1NS(=O)(=O)c1ccc2[nH]c(=O)ccc2c1
→ -0.6	-17.9	-8.6	0.5	-2.6	0.0	/	2.7
